Source: PubChem BioAssay (The Scripps Research Institute Molecular Screening Center)
OX1R antag-1: antagonists of human orexin 1 receptor | O43613 | CHO/OX1R cells, Fluo-8 calcium fluorescence, orexin A | inhibition, % at 5 µM | actives 0.43% (n = 330,000) | AID 434989;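 active = inhibition above its plate's threshold, mean inhibition of all tested compounds on the plate plus 3 SD, cut at about 37% in these data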;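 also: 0% = orexin A challenge wells and 100% = SB-334867-A antagonist wells; not every result past the cut was called active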
Target sequence (O43613 whole entry, looked up): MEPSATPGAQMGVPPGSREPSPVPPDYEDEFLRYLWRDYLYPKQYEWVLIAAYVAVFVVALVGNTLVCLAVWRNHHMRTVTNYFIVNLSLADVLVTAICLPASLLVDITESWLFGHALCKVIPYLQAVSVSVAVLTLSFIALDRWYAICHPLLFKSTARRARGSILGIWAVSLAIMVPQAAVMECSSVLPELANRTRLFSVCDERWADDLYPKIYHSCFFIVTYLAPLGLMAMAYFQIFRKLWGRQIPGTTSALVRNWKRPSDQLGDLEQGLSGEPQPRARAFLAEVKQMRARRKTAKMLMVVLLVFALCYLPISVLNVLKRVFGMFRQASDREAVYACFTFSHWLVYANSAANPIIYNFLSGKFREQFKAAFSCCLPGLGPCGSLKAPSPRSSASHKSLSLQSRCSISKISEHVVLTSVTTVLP
OX1R antag-2: OX1R (human) antagonism | O43613 | OX1R-expressing cells, FRET antagonist read-out | inhibition, % at 6.6 µM | actives 1.8% (n = 330,000) | AID 485270; in the data active = inhibition mostly above about 38%, no sharp cut-off; inactive = mostly below about 40%;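 also: 0% = agonist challenge alone and 100% = reference antagonist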
* = called active by the depositor.

SMILES	OX1R antag-1	OX1R antag-2
Cc1cc(S(=O)(=O)Nc2ccc(C(=O)NCC3(N4CCCCC4)CCCCC3)cc2)ccc1F	-25	7
O=C(Nc1ccc(Oc2cccnc2)cc1)C1CCN(Cc2cc(Cl)ccc2O)CC1	-20	12
O=C(OC1Cn2c(=O)ccc(=O)n2C1)c1ccccc1	-3	2
CCOC(=O)N1CCN(C(=O)CSc2nnc(-c3ccc(C(C)(C)C)cc3)o2)CC1	-10	9
CCOCCCn1c(SCC(=O)Nc2cc(OC)ccc2OC)nc2ccccc2c1=O	-41	14
Cc1cc(/C=C(\C#N)C(=O)NCc2ccco2)c(C)n1C1CCCC1	-34	6
CS(=O)(=O)c1ccc(C(=O)NNC(=O)c2cccs2)cc1	-7	2
Cc1cccc(N2C(=O)CC(N3CCN(Cc4ccc(Cl)cc4)CC3)C2=O)c1 (stereo unspecified)	-21	-5
O=C(/C=C/c1cccc([N+](=O)[O-])c1)N1CCN(c2ccccc2F)CC1	-10	21
O=C(Nc1nc2ccc(C(=O)N3CCCCC3)cc2s1)C1CCCCC1	-8	7
CCOc1ccc(CC(=O)Nc2ccc(S(=O)(=O)Nc3cc(C)on3)cc2)cc1OCC	-10	3
CCC(NC(=O)CCCc1ccccc1)c1ccccc1 (stereo unspecified)	-9	-1
Cc1cccc(NC(=O)c2cc(NC(=O)CCCC(=O)O)ccc2Cl)n1	-9	2
CC1(C)CC(=O)c2cc(C(=O)NCc3ccco3)c(=O)n(-c3ccccc3)c2C1	-3	31
COC(=O)c1cc2c(C(F)(F)F)nn(C)c2s1	-5	5
Cc1ccc(CNS(=O)(=O)c2cc3c4c(c2)C(C)C(=O)N4CCC3)cc1 (stereo unspecified)	-9	2
O=C(Cn1cc(C(=O)C2CC2)c2ccccc21)NCc1ccc2c(c1)OCO2	-13	52
COC(=O)CCCNC(=O)c1ccc(S(=O)(=O)NCc2ccco2)cc1	-18	23
CC(C)CN1C(=O)c2ccc(C(=O)Nc3ccccc3C(=O)O)cc2C1=O	-36	15
CCOC(=O)c1oc2ccccc2c1NC(=O)COc1cccc(OC)c1	2	5
COc1cccc(NC(=O)c2ccc3c(c2)CCCC3)c1	-14	25
N#Cc1ccccc1NC(=O)CN1C(=O)NC(Cc2c[nH]c3ccccc23)C1=O (stereo unspecified)	17	6
Cc1ccnc(NC(=O)C(C)N2C(=O)c3ccccc3S2(=O)=O)c1 (stereo unspecified)	1	22
Cc1ccc(C(=O)c2c(NC(=O)c3cccnc3)sc3c2CCCC3)cc1	-21	9
O=C(Nc1nc(-c2cccnc2)cs1)c1ccccc1[N+](=O)[O-]	-8	16

Fetched by structure from the list above, 4 records:
SMILES	OX1R antag-1	OX1R antag-2
O=C(/C=C/c1cccc([N+](=O)[O-])c1)N1CCN(c2ccccc2F)CC1	-10	21
CCOc1ccc(CC(=O)Nc2ccc(S(=O)(=O)Nc3cc(C)on3)cc2)cc1OCC	-10	3
CCOC(=O)c1oc2ccccc2c1NC(=O)COc1cccc(OC)c1	2	5
O=C(Nc1nc2ccc(C(=O)N3CCCCC3)cc2s1)C1CCCCC1	-8	7

5 structures from above, ordered by number of heavy atoms, rising:
SMILES	OX1R antag-1	OX1R antag-2
Cc1ccnc(NC(=O)C(C)N2C(=O)c3ccccc3S2(=O)=O)c1 (stereo unspecified)	1	22
Cc1cccc(NC(=O)c2cc(NC(=O)CCCC(=O)O)ccc2Cl)n1	-9	2
CCOC(=O)N1CCN(C(=O)CSc2nnc(-c3ccc(C(C)(C)C)cc3)o2)CC1	-10	9
O=C(Nc1ccc(Oc2cccnc2)cc1)C1CCN(Cc2cc(Cl)ccc2O)CC1	-20	12
Cc1cc(S(=O)(=O)Nc2ccc(C(=O)NCC3(N4CCCCC4)CCCCC3)cc2)ccc1F	-25	7

More entries
SMILES	OX1R antag-1	OX1R antag-2
N/C(=N\OC(=O)c1ccccc1)c1cccnc1	-20	5
COc1ccc(-n2nc(C(=O)Nc3ccc4c(c3)OCO4)c3ccccc3c2=O)c(OC)c1	-6	8
COc1ccc(N(C(=O)CCl)C(C(=O)NC2CCCCC2)c2cccnc2)cc1 (stereo unspecified)	-6	7
Cn1c(CC(=O)Nc2ccc(Cl)c(Cl)c2)nnc1SCC(=O)NCc1ccccc1	-22	6
Cc1cc2occ(CC(=O)Nc3nnc(C4CC4)s3)c2cc1C	-13	10
COc1ccc(C(=O)c2ccsc2N)cc1	-15	3
COc1cccc(NC(=O)COC(=O)CC(NC(N)=O)c2ccc(Cl)cc2)c1 (stereo unspecified)	-6	14
COc1ccc(Cl)cc1NC(=O)CN1C(=O)CSC1=O	-21	9
O=C(N/N=C\c1ccc2c(c1)OCO2)c1ccco1	-2	5
Cc1nccc2oc(=O)c(NC(=O)c3ccc(Cl)cc3)cc12	-41	12
O=C(c1ccccc1)N1CCN(c2ccc(NCc3ccc4c(c3)OCO4)cc2)CC1	-27	12
CN1C(=O)/C(=C/c2ccccc2OCc2cccc(F)c2)N(C)C1=S	6	14
CCC(=O)N1CCc2cc(Br)cc(S(=O)(=O)N3CCCCC3CC)c21 (stereo unspecified)	-11	33
COc1cc(CCCN2C(=O)C(=O)NC[C@@H]2Cc2ccc(O)cc2)cc(OC)c1OC	-11	4
CN(C)c1ccc(/C=N/N2CCN(c3ccccn3)CC2)cc1	-24	8
CCCCC1=CC2=C(c3ccco3)C(=O)C(C)(OC(=O)c3ccc(OC)cc3)C(=O)C2=CN1CCCOC(C)C (stereo unspecified)	-6	34
O=[N+]([O-])c1cc2c(cc1/C=N\NS(=O)(=O)c1ccccc1)OCO2	13	55
CCN(CC)S(=O)(=O)c1ccc(C)c(NC(=O)CNc2cccc(S(=O)(=O)N3CCCC3)c2)c1	-30	9
CCC(=O)N=c1ccn(C2=Nc3ccccc3NC2=C(C#N)C#N)cc1	-12	102*
CCC1(c2ccccc2)NC(=O)N(CC(=O)Nc2ccc(S(=O)(=O)Nc3ncccn3)cc2)C1=O (stereo unspecified)	6	8
O=C(O)COc1ccccc1/C=C1\SC(=S)N(/N=C/c2ccccc2O)C1=O	-1	98*
CN(C(=S)NC(=O)C1CC1)c1ccc(O)cc1	7	1
COc1ccc(CN(C(=O)CNC(=O)c2ccco2)C(C(=O)NC2CCCC2)c2ccco2)cc1 (stereo unspecified)	-25	3
Cc1ccc(OCC(=O)NCCCNC(=O)c2ccncc2)cc1C	-8	12
COc1ccc2[nH]c(C(=O)O)c(NS(=O)(=O)c3ccc(C)c(C)c3)c2c1	-19	20
CSc1ccccc1NC(=O)c1ccc(CN2CCOCC2)cc1	-1	1
CCN(C(=O)c1cnc(NC(C)C)cc1C(F)(F)F)c1ccc(Cl)cc1	-31	8
O=C(COc1ccc(F)cc1Cl)Nc1cccc(S(=O)(=O)N2CCCC2)c1	47*	-1
COc1ccc2cnn(-c3ccccc3C)c(=O)c2c1OC	-3	13
CC(C)CNC(=O)[C@H]1N2C(=O)c3ccccc3C2SC1(C)C (stereo partly specified)	-34	10
Cc1ccc(O)c(C2=Nc3ccccc3N=C(c3ccc([N+](=O)[O-])cc3)C2)c1	-8	9
CC(C)(C)c1cc(NC(=O)COc2ccc(Br)cc2)n(-c2ccccc2)n1	-19	21
COc1ccc(CCCc2n[nH]c(=S)o2)cc1C	-24	14
CCCCOc1ncnc2c1[nH]c1ccc(C)cc12	7	28
O=C(C1CCCN(S(=O)(=O)c2cccc3nsnc23)C1)N1CCc2ccccc2C1 (stereo unspecified)	-34	61
COc1ccc(-c2csc(NC(C)c3nc4cc(C(F)(F)F)ccc4n3CCOCCO)n2)cc1 (stereo unspecified)	-42	11
OC1(c2cccc(C(F)(F)F)c2)CCN(c2ncnc3c2[nH]c2ccccc23)CC1	14	40
CCn1nnc2cc(C(=O)Nc3cc(Cl)ccc3C)ccc21	4	3
Cc1ccccc1NC(=O)c1cccc(C(=O)Nc2ccccc2C)n1	-39	6
c1ccc(-c2nc3ccccn3c2NCc2ccc3c(c2)OCO3)cc1	-22	25
CN(C)CCN1C(=O)C(=O)/C(=C(/O)c2ccc(F)cc2)C1c1ccccc1 (stereo unspecified)	-12	14
NC1=NN=C(N2N=C(c3ccc(Br)cc3)CC2(O)C(F)(F)F)n2ncnc2C1 (stereo unspecified)	-15	8
CS(=O)(=O)N(CCc1ccccc1)CC(=O)NCc1ccccc1Cl	-18	15
O=C(NC1CCC(O)CC1)c1ccc(-c2ccc([N+](=O)[O-])cc2)o1 (stereo unspecified)	-4	57
COc1cc(-c2nn3c(-c4cccc(C)c4)nnc3s2)cc(OC)c1OC	-18	9
Cc1cc(C(=O)Nc2cc(S(C)(=O)=O)ccc2Cl)c(C)o1	-10	6
Cc1ccccc1NC(=O)CC1c2ccccc2CC(C)(C)N1C (stereo unspecified)	-15	7
CNS(=O)(=O)c1cccc(C(=O)OCC(=O)Nc2ccc3ccccc3c2)c1	11	14
CN(Cc1ccc(OC(F)F)cc1)C(=O)c1ccc2nccnc2c1	-19	9
CC(C)CNC1=C(C(=S)Nc2ccccc2)C(=O)CC(C)(C)C1	-34	25

The closing 3 records of the section above come first, to join the parts:
SMILES	OX1R antag-1	OX1R antag-2
CNS(=O)(=O)c1cccc(C(=O)OCC(=O)Nc2ccc3ccccc3c2)c1	11	14
CN(Cc1ccc(OC(F)F)cc1)C(=O)c1ccc2nccnc2c1	-19	9
CC(C)CNC1=C(C(=S)Nc2ccccc2)C(=O)CC(C)(C)C1	-34	25
CN(C)c1ccc(/C=C/C(=O)c2ccc3c(c2)OCO3)cc1	112*	11
CCOC(=O)Cn1cncc1-c1ccc([N+](=O)[O-])cc1	6	42
Cc1nnc(SCC(=O)Nc2cc(C(F)(F)F)ccc2Cl)n1C	-23	5
Cc1ccc(Cn2ccc(NC(=O)c3cc(CC(C)C)on3)n2)cc1	-47	9
O=[N+]([O-])c1c(NCCCO)cc(N2CCN(Cc3ccc4c(c3)OCO4)CC2)c2nonc12	-25	33
CC(C)NC(=O)c1ccc(C(C)C)cc1	-12	-1
N#Cc1c(NC(=O)C2CC(Cl)=CCC2C(=O)O)sc2c1CCCC2 (stereo unspecified)	-9	16
CCOc1ccc(NC(=O)COC(=O)c2ccc3c(c2)OCCO3)cc1	7	-1
CC(C)=C[C@@H]1C[C@H](C)[C@H]2CC[C@H](C)c3c(O)c(O)c(C)c1c32	-9	3
COc1ccc(Nc2nnc(SCC(=O)c3cc4ccccc4o3)s2)cc1	-12	28
CC(C)c1ccc(NC(=O)CCNC(=O)N2CC(=O)Nc3ccccc32)cc1	-22	18
C/C(CC(=O)Nc1cccc(Cl)c1Cl)=N\NC(=O)c1ccccc1Br	-22	23
C/C(=N\Nc1nc(C(=O)O)cs1)c1ccccc1	-7	27
Cc1ccc(-n2nc3cc(Cl)c(NC(=O)c4ccco4)cc3n2)cc1	-11	15
CC(=O)NC(=O)c1ccc(-c2ccc(Cl)cc2)o1	4	32
COC(=O)[C@@H]1C[C@@]2(O)[C@H](O)[C@H](O)[C@H](O)C[C@H]2N1Cc1ccccc1OS(=O)(=O)c1ccc(C)cc1	-4	36
CC(C)(C)C(=O)N1CCN(C(c2ccccc2)c2ccccc2)CC1	-28	9
CN(C)/C=C/C(=O)c1ccc(Cl)s1	-19	30
COc1ccc(/C=C2\SC(=S)N(CCC(=O)N3CCOCC3)C2=O)cc1	-28	7
CCC(NC(=O)C1CCCO1)c1ccccc1 (stereo unspecified)	-8	-2
CN(CC(=O)Nc1c(Cl)cccc1Cl)C(=O)c1ccccc1Cc1ccccc1	-22	19
COc1ccccc1C(=O)NCC(=O)NCCc1ccc(Cl)cc1	-35	8
COc1ccc(Cl)cc1C(=O)N1CCC2(CC1)CC(=O)c1ccccc1O2	-27	19
C=CCNC(=O)c1cccc2c1C(=O)c1ccc(N3CCOCC3)cc1S2(=O)=O	-7	64*
O=C(CNC(=O)c1ccccc1F)OCC(=O)c1ccc(Cl)s1	-11	15
O=C(NCCCN1CCCC1)c1cc(Sc2ccc(F)cc2)nc2ccccc12	-37	18
CC(=O)Nc1ccc(NC(=O)C/C(C)=N/NC(=O)C(=O)N2CCCC2)cc1	1	10
CC1(C)Cc2cccc(C(=O)Nc3ccc(Cl)cc3)c2O1	-55	20
CN(C)C(=O)CCc1ccc2c3c([nH]c2c1)[C@]1(CCC2CCCC2)[C@@H](C(=O)N2CCOCC2)C[C@H](CC(=O)NCCC2=CCCCC2)C(=O)N1CC3	-31	-6
CC(C)Cc1nnc(NC(=O)C2CC(=O)N(Cc3ccccc3)C2)s1 (stereo unspecified)	-27	5
COc1ccc(OC)c2c(C)cc(C)nc12	-14	22
Cc1ccc(S(=O)(=O)N2CCN(C3CCN(Cc4ccccc4)CC3)CC2)cc1	-16	7
COc1ccc2nc(SCC(C)=O)c(C#N)cc2c1	-14	8
CCCCNC(=O)c1cn(CC)c2cc(N3CCN(C)CC3)c(F)cc2c1=O	-3	11
COc1cc(-c2ccccc2)nc2ccccc12	-2	21
COc1ccc(C(=O)N(c2ccc(OC)cc2)S(=O)(=O)c2cccs2)cc1	-6	14
CCOC(=O)c1ccc(N2CC(O)=C(c3nc4ccccc4c(=O)[nH]3)C2=N)cc1	-1	16
C=CCOc1ccc(/C=N/n2cncn2)cc1OC	3	11
CCC(=O)Nc1ccc(-c2nnc(-c3ccccc3)o2)cc1	-10	16
C#Cc1ccc(C(=O)Nc2cc(C(N)=O)ccc2N2CCOCC2)cc1	-19	15
